# Granule exo inh: lytic granule exocytosis inhibition; inhibition, % at 10 µM; TALL-104 LAMP-1 surface exposure, flow cytometry; cells stimulated with thapsigargin and PMA; hit rate 0.66% among 360,000; AID 651702;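 active = inhibition above about 55%, limit read from the data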
# ABHD5-PLIN5 inh: ABHD5-PLIN5 protein interaction inhibition | Q00G26+Q8WTS1 | Split G. princeps luciferase complementation, luminescence, 4 h | inhibition, % at 4 µM | hit rate 0.78% among 360,000;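 active = inhibition above the mean inhibition across every tested compound plus 3 SD, cut at about 22% in these data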;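 note: 0% = DMSO only wells and the 100% control is not disclosed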
# NCOA3 inh: inhibitors of human steroid receptor coactivator 3 (SRC3); Q9Y6Q9; hit rate 0.17% among 360,000; HEK293 GAL4-SRC3 luciferase reporter, luminescence; inhibition, % at 3.6 µM;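 active = inhibition above a per-campaign cutoff, the mean of all compounds plus 3 SD, cut at about 60% in these data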;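 note: 0% = DMSO-treated cells and 100% = gossypol-treated cells at 36 µM; higher means less SRC3-driven luciferase light from the GAL4 reporter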
# TWEAK-Fn14 inh: inhibitors of TWEAK-Fn14 interaction signaling; TWEAK-stimulated Fn14 reporter cells, luciferase luminescence, 8 h; inhibition, % at 10 µM; hit rate 2% among 360,000; AID 1159606; in the data active = inhibition above about 50%
# SRC2 inh: human SRC2 (NCOA2) inhibition | HEK293 GAL4-SRC2 luciferase reporter, luminescence | hit rate 0.17% among 370,000 | inhibition, % at 9 µM | Q15596;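 active = inhibition above the mean inhibition of all tested compounds plus 3 SD, set per campaign, cut at about 52% in these data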;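 note: 0% = DMSO treated cells and 100% = cells given Gossypol at 36 µM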
# NOD2-RIPK2 inh: inhibitors of human NOD2-RIPK2 interaction; AID 624267; hit rate 0.38% among 360,000; O43353; CHO BLA complementation NOD2-RIPK2, CCF4 ratio; inhibition, % at 4.98 µM; in the data active = inhibition above about 21%;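 note: 0% = vehicle only and 100% = reference blocker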
# NR5A2 inv ag: suppresses constitutive activity of human LRH-1 | O00482 | inhibition, % at 3.6 µM | hit rate 0.13% among 360,000 | HEK293T StAR-luciferase reporter, LRH-1 transfected, 24 h;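 active = inhibition above the mean inhibition of all tested compounds plus 3 SD, cut at about 73% in these data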;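 note: 0% = DMSO wells and 100% = reporter-only cells lacking LRH-1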
# TLR9-MyD88 inh: blocks human TLR9 binding to MyD88. Q9NR96+Q99836. CHO BLA complementation TLR9-MyD88, CCF4 FRET ratio. inhibition, % at 4.98 µM. hit rate 0.21% among 340,000;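 active = inhibition above the mean over all tested compounds plus 3 SD, cut at about 21% in these data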;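 note: 0% = DMSO only wells and 100% = clavulanate BLA inhibitor control wells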
# COUP-TFII inh: inhibitors of human COUP-TFII (NR2F2); hit rate 0.7% among 370,000; P24468; inhibition, % at 8.6 µM; HEK293T NGFI-A luciferase reporter, luminescence;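 active = inhibition above a per-plate cutoff, mean inhibition of test wells between control levels plus 3 SD, cut at about 38% in these data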;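 note: cells cotransfected with COUP-TFII expression vector driving the NGFI-A reporter; 0% = median of COUP-TF2 test wells and 100% = reporter-only cells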
# NCOA1 inh: inhibitors of human steroid receptor coactivator 1 (SRC1); Q15788; HEK293 GAL4-SRC1 luciferase reporter, luminescence; inhibition, % at 3.6 µM; hit rate 0.12% among 360,000; AID 588354;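 active = inhibition above the campaign mean plus 3 SD, with each screening campaign given its own cutoff, cut at about 60% in these data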;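 note: 0% = DMSO treated cells and 100% = gossypol at 36 µM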
# Target sequence (Q15788 whole entry, looked up, the tested form may be a part): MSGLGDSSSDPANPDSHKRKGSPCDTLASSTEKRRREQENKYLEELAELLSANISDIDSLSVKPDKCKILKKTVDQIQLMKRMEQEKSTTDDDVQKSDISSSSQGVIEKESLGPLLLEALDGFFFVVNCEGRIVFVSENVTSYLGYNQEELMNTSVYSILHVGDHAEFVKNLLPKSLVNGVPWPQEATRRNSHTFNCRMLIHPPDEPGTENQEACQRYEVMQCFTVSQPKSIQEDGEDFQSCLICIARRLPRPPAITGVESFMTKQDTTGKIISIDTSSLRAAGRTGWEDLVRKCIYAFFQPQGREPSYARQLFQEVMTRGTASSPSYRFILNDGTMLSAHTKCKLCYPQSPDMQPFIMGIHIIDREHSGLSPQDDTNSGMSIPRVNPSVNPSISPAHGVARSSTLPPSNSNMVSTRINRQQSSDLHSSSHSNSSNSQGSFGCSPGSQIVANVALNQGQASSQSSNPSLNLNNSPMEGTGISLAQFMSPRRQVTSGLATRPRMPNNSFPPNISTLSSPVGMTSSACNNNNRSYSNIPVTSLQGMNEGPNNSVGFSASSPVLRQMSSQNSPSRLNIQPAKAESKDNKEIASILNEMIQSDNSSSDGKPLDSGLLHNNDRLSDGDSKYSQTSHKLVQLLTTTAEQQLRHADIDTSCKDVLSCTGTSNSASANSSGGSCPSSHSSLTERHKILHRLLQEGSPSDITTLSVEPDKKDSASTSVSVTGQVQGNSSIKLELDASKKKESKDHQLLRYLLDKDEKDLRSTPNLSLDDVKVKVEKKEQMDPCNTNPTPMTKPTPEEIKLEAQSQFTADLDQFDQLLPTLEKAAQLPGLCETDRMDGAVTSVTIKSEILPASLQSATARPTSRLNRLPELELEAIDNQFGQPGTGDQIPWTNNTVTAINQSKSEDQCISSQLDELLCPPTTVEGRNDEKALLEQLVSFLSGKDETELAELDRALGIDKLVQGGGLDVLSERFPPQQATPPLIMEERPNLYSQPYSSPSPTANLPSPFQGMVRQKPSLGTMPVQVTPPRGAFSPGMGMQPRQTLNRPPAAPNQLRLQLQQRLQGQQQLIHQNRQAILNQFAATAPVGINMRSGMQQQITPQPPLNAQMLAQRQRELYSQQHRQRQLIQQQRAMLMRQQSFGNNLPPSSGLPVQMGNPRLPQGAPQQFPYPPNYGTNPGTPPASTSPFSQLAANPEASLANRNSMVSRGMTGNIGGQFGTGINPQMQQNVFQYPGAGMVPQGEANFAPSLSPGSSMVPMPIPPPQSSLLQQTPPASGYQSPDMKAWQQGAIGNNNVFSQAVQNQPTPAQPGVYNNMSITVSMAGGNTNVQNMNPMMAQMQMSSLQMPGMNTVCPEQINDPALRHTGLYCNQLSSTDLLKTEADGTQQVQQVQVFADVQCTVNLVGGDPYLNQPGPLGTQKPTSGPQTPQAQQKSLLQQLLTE
# TROY NFkB inh: inhibitors of TROY-dependent NF-kB signaling | Q293 LMP1-TROYcd NF-kB luciferase reporter, 4 h | inhibition, % at 10 µM | hit rate 0.98% among 360,000 | AID 1347056;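 active = compounds whose plate-normalised and pattern-corrected inhibition of the luciferase reporter signal at the single screening dose is 50% or more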
# The depositor's hits bear a star; . = not tested or not shown; & = joins results of further samples. A portion of the library (hit frequency here may not be typical).
# Sample of the layout (12 entries):
SMILES,Granule exo inh,ABHD5-PLIN5 inh,NCOA3 inh,TWEAK-Fn14 inh,SRC2 inh,NOD2-RIPK2 inh,NR5A2 inv ag,TLR9-MyD88 inh,COUP-TFII inh,NCOA1 inh,TROY NFkB inh
CC(C)Nc1nc(NC(C)C)nc(N(C)N)n1,-2,1,8,-14,-5,0,0,-7,6,-28,1
NS(=O)(=O)c1ccc2c(c1)C1C=CCC1C(C1CC=CCC1)N2 (stereo not given),-1,10,-11,6,-3,2,-16,1,14,5,0
COc1ccccc1NS(=O)(=O)c1cccc(C(=O)N2CCCCCCC2)c1,3,7,13,10,-3,4,8,1,-1,-2,-16
CCCCOC(=O)c1ccc(N2C(=O)CC(N3CCN(C/C=C/c4ccccc4)CC3)C2=O)cc1 (stereo not given),9,-6,11,2,22,2,3,5,25,-2,24
C/C=C/C(=O)NCCc1ccc(OC)c(OC)c1,2,-4,-1,7,-23,-2,1,0,8,-5,2
C[C@H](NC(=O)c1ccccc1)C(=O)N1CCN(c2ccccc2)CC1,7,-1,9,32,-17,-3,7,-3,1,-2,-5
COc1cccc(/C=N/n2c(C3CCCCC3)n[nH]c2=S)c1,3,2,14,52*,17,-11,2,-16,12,0,32
CC1(C)CC(=O)CC2(C1)NCC(c1ccccc1Cl)c1c2[nH]c2ccccc12 (stereo not given),2,3,3,21,-3,-7,-3,-11,5,-13,23
Cc1noc(C)c1S(=O)(=O)Nc1ccc(C(=O)NCc2ccccc2)cc1,0,-2,-15,3,-29,-9,1,-6,-6,-19,-17
Cc1cccc(C)c1-n1nnnc1C(c1ccnc2ccccc12)N1CCN(C/C=C/c2ccccc2)CC1 (stereo not given),-2,11,5,-22,-10,4,5,.,3,15,20
CCC[N+]1(CC#CCC(c2ccccc2)c2ccccc2)CCCCC1,28,12,34,37,19,-3,55,7,52*,35,26
CC1=C(C(=O)OCc2ccc3c(c2)OCO3)C(c2cccc([N+](=O)[O-])c2)NC(=O)N1 (stereo not given),2,2,53,75*,39,0,2,-6,10,54,49

# Main list, from the start:
SMILES,Granule exo inh,ABHD5-PLIN5 inh,NCOA3 inh,TWEAK-Fn14 inh,SRC2 inh,NOD2-RIPK2 inh,NR5A2 inv ag,TLR9-MyD88 inh,COUP-TFII inh,NCOA1 inh,TROY NFkB inh
CC(C)Nc1nc(NC(C)C)nc(N(C)N)n1,-2,1,8,-14,-5,0,0,-7,6,-28,1
NS(=O)(=O)c1ccc2c(c1)C1C=CCC1C(C1CC=CCC1)N2 (stereo not given),-1,10,-11,6,-3,2,-16,1,14,5,0
COc1ccccc1NS(=O)(=O)c1cccc(C(=O)N2CCCCCCC2)c1,3,7,13,10,-3,4,8,1,-1,-2,-16
CCCCOC(=O)c1ccc(N2C(=O)CC(N3CCN(C/C=C/c4ccccc4)CC3)C2=O)cc1 (stereo not given),9,-6,11,2,22,2,3,5,25,-2,24
C/C=C/C(=O)NCCc1ccc(OC)c(OC)c1,2,-4,-1,7,-23,-2,1,0,8,-5,2
C[C@H](NC(=O)c1ccccc1)C(=O)N1CCN(c2ccccc2)CC1,7,-1,9,32,-17,-3,7,-3,1,-2,-5
COc1cccc(/C=N/n2c(C3CCCCC3)n[nH]c2=S)c1,3,2,14,52*,17,-11,2,-16,12,0,32
CC1(C)CC(=O)CC2(C1)NCC(c1ccccc1Cl)c1c2[nH]c2ccccc12 (stereo not given),2,3,3,21,-3,-7,-3,-11,5,-13,23
Cc1noc(C)c1S(=O)(=O)Nc1ccc(C(=O)NCc2ccccc2)cc1,0,-2,-15,3,-29,-9,1,-6,-6,-19,-17
Cc1cccc(C)c1-n1nnnc1C(c1ccnc2ccccc12)N1CCN(C/C=C/c2ccccc2)CC1 (stereo not given),-2,11,5,-22,-10,4,5,.,3,15,20
CCC[N+]1(CC#CCC(c2ccccc2)c2ccccc2)CCCCC1,28,12,34,37,19,-3,55,7,52*,35,26
CC1=C(C(=O)OCc2ccc3c(c2)OCO3)C(c2cccc([N+](=O)[O-])c2)NC(=O)N1 (stereo not given),2,2,53,75*,39,0,2,-6,10,54,49
COc1ccccc1CNC(=O)C1CCN(S(=O)(=O)c2ccc3c(c2)CC(C)N3C(C)=O)CC1 (stereo not given),3,6,10,-14,11,-3,-4,11,10,-3,2
COc1ccc(-c2ncccc2O)cc1,5,4,-12,-8,7,11,-22,-3,0,-2,-12
CC1(c2ccc3ccccc3c2)CCC(=O)O1 (stereo not given),-10,1,0,0,-1,-2,18,1,7,2,-11
O=C(Nc1cccc2c1CCCC2)c1cc(C2CCCCN2S(=O)(=O)c2cccs2)on1 (stereo not given),-3,-8,-9,6,-8,-13,18,.,13,-8,13
O=C(Cc1nc(=O)c2ccccc2s1)Nc1ccccc1,-3,-8,-97,-14,-71,-2,-147,8,-73,-102,-64
Fc1ccc(-c2csc3ncnc(N4CCN(Cc5ccccc5)CC4)c23)cc1,1,-2,-15,8,19,2,-5,-4,1,-11,11
COc1ccc(CNC(=O)C2CCCN(S(=O)(=O)c3ccccc3)C2)cc1 (stereo not given),1,-2,7,-2,26,-3,-4,-15,-8,9,-2
COc1ccc(N2CCN(C(CNS(=O)(=O)c3ccc4c(c3)OCCO4)c3ccco3)CC2)cc1 (stereo not given),-5,-4,5,18,7,10,13,-5,15,-13,13
COc1ccc(/C=C/C(=O)O)cc1S(=O)(=O)NCc1ccco1,2,10,19,10,-18,-1,10,-3,-1,21,5
COc1ccccc1C(=O)C1CCCN(C(=O)c2ccc(C(C)=O)s2)C1 (stereo not given),2,5,-15,-7,-7,-3,15,1,-25,5,-44
CCOC(=O)c1c(C)[nH]c(C)c1S(=O)(=O)NC(CC)CN1CCOCC1 (stereo not given),10,-3,17,1,-16,0,-9,2,-14,-13,-2
Clc1ccccc1Cc1noc(CN2CCSCC2)n1,-4,-2,-3,-9,9,-1,11,7,0,15,-13
Cc1ccccc1NC(=O)Cc1nc(COC(=O)Cc2ccccc2F)cs1,2,-1,12,-5,-17,-13,12,-6,-1,-2,2
CCS(=O)(=O)N1CCC2(CC1)OCCN2S(=O)(=O)c1ccc(C)cc1,8,7,0,0,-38,0,-9,8,13,-16,18
Cc1csc(NC(=O)CSc2nc(C)nc3c2c(=O)n(C)c(=O)n3C)n1,3,0,12,15,-29,-6,33,-2,-15,1,24
COC(=O)C(NC(=O)CCc1nnc2ccc(N3CCCCC3)nn12)C(C)C (stereo not given),9,2,0,13,-6,1,6,-7,-14,-44,5
COc1ccc(CN2CCCC(C(=O)c3ccc(Cl)cc3)C2)cc1Cn1cncn1 (stereo not given),-1,0,12,1,13,-3,23,3,4,11,6
Cc1cc(OC(C)C(=O)NCc2ccncc2)c2c(C)c(C)c(=O)oc2c1 (stereo not given),0,3,-5,-13,-18,-5,16,5,-22,3,18
NS(=O)(=O)c1cc(C(=O)OCC(=O)Nc2ccc3[nH]c(=O)[nH]c3c2)ccc1Cl,8,7,-4,-4,-4,1,-4,-6,-6,-20,6
O=C(NCc1ccncc1)C1CCCN(S(=O)(=O)c2ccc(Br)cc2)C1 (stereo not given),0,5,8,27,18,2,3,5,16,25,7
O=C(CCCc1cccs1)Nc1nccs1,3,10,1,1,9,-11,-9,-3,-25,4,-10
O=C(Nc1cccc(C(=O)N2CCCCC2)c1)C1CCCCC1,2,3,-26,3,-23,-2,13,-11,1,-6,-7
Cc1cccc(OCC(=O)N/N=C/c2cc([N+](=O)[O-])ccc2N2CCOCC2)c1,0,-1,12,-10,-10,-7,10,9,4,3,14
O=C(C[n+]1ccc(-c2nnc3n2CCC3)cc1)c1ccc(Cl)cc1,-1,2,14,1,2,-5,0,2,7,11,-1
COc1ccc2c(c1OC)C(=O)OC2Nc1nc2ccccc2s1 (stereo not given),-2,9,8,10,-25,-2,-6,0,-20,-14,1
COc1ccc(S(=O)(=O)N2CCN(c3ccc4nnc(-c5ccccc5)n4n3)CC2)cc1,18,-3,-26,-1,-19,-8,0,1,15,-10,-14
COc1ccc2nc3ccccc3nc2c1NC(=O)c1ccc(Cl)cc1Cl,-3,1,29,11,4,-11,22,-1,2,-27,10
CC(=O)c1cccc(N=C2NC(=O)CS2)c1,6,-2,17,-2,-7,4,4,3,-6,-8,-15

# Profiles from above. Order of screens: Granule exo inh	ABHD5-PLIN5 inh	NCOA3 inh	TWEAK-Fn14 inh	SRC2 inh	NOD2-RIPK2 inh	NR5A2 inv ag	TLR9-MyD88 inh	COUP-TFII inh	NCOA1 inh	TROY NFkB inh
# Shown for O=C(C[n+]1ccc(-c2nnc3n2CCC3)cc1)c1ccc(Cl)cc1 = -1	2	14	1	2	-5	0	2	7	11	-1
# Shown for NS(=O)(=O)c1cc(C(=O)OCC(=O)Nc2ccc3[nH]c(=O)[nH]c3c2)ccc1Cl = 8	7	-4	-4	-4	1	-4	-6	-6	-20	6

# (further entries)
SMILES,Granule exo inh,ABHD5-PLIN5 inh,NCOA3 inh,TWEAK-Fn14 inh,SRC2 inh,NOD2-RIPK2 inh,NR5A2 inv ag,TLR9-MyD88 inh,COUP-TFII inh,NCOA1 inh,TROY NFkB inh
Cc1ccccc1-n1c(SCC(=O)c2c(N)n(C)c(=O)n(C)c2=O)nc2sc3c(c2c1=O)CCCC3,4,8,27,9,14,-1,13,-1,-10,8,-14
CC(C)Cn1c(SCC(=O)N2CCCCC2)nc2ccccc2c1=O,-1,-4,12,-2,-1,-4,-1,-6,-11,11,1
C=CCNC(=O)COc1cc(C)ccc1C,0,-4,5,-8,7,0,6,-9,-6,15,10
Cc1cc(C)n(-c2nc(NCCO)c3c4c(sc3n2)CCCC4)n1,-6,6,9,-9,-18,-5,-15,0,2,2,14
CS(=O)(=O)c1cccc(C(=O)Nc2nnc(C3=COCCO3)o2)c1,-2,8,-22,-5,-2,-5,0,-1,-9,9,-22
CCN(CC)CCNC(=O)COc1ccc(OC)cc1,-1&-2,-11&2,-15&-2,-7&-1,-9&3,-5&-3,-1&6,-4&-7,4&-13,-15&-2,-5&-24
Cc1ccccc1-c1noc(CCC(=O)NCC2CCCO2)n1 (stereo not given),-3,-5,-72,-16,28,-7,-8,-9,26,4,10
Cc1nnc2c3ccccc3c(-c3cccc4ccccc34)nn12,1,4,23,-17,-5,-5,11,-4,6,-15,-2
CCc1c(C)nc2cc(-c3ccccc3)[nH]n2c1=O,-2,-6,-93,4,-16,-5,-104,0,-17,-91,-57
O=C(COc1cccnc1[N+](=O)[O-])Nc1cccc(Br)c1,-7,-6,-39,-5,-55,-7,-68,4,-18,-39,-34
NS(=O)(=O)c1ccc(CCNC(=O)CCCNC(=O)c2ccc(Cl)cc2)cc1,-4,6,-3,-2,16,-4,5,4,-2,5,-3
CCN(C(=O)N1CCOCC1)c1ccccc1,1,2,4,-3,22,-9,0,2,0,-3,2
CCC(C)C(=O)Nc1ccc(OC)cc1[N+](=O)[O-] (stereo not given),-3,-1,11,-6,-11,-2,-6,3,-5,-8,11

# High-throughput results (PubChem)
